Screening data as filed in PubChem.
Scp-1 inhibitor – inhibitors of human Scp-1 phosphatase; Q9GZU7; Recombinant Scp1, phosphopeptide, malachite green phosphate absorbance; inhibition, % at 20 µM; 0.88% of 340,000 active;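 active = inhibition above about 50% at 20 µM, limit read from the data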;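 note: plate controls were DMSO wells with enzyme for no effect and wells lacking enzyme for full effect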
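Test system: SCP-1 phosphatase catalytic domain, residues 76-261 | Compound dosing: One concentration, 20 µM, with 1.0% DMSO | Schedule: 45 min room-temperature reaction, 5 min colour, 30 min stabiliser | Detection: Absorbance at 630 nm | Read-out basis: % inhibition of SCP-1 phosphate liberation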
DNMT1 inh – DNMT1 (human) enzyme inhibition; 0.83% of 360,000 active; AID 588458; P26358; inhibition (reported as % activation of signal), % at 10 µM; DNMT1 molecular beacon, Hinp1I cleavage, fluorescence; in the data active = inhibition above about 50%
Target sequence (P26358 504-1616 limits assumed): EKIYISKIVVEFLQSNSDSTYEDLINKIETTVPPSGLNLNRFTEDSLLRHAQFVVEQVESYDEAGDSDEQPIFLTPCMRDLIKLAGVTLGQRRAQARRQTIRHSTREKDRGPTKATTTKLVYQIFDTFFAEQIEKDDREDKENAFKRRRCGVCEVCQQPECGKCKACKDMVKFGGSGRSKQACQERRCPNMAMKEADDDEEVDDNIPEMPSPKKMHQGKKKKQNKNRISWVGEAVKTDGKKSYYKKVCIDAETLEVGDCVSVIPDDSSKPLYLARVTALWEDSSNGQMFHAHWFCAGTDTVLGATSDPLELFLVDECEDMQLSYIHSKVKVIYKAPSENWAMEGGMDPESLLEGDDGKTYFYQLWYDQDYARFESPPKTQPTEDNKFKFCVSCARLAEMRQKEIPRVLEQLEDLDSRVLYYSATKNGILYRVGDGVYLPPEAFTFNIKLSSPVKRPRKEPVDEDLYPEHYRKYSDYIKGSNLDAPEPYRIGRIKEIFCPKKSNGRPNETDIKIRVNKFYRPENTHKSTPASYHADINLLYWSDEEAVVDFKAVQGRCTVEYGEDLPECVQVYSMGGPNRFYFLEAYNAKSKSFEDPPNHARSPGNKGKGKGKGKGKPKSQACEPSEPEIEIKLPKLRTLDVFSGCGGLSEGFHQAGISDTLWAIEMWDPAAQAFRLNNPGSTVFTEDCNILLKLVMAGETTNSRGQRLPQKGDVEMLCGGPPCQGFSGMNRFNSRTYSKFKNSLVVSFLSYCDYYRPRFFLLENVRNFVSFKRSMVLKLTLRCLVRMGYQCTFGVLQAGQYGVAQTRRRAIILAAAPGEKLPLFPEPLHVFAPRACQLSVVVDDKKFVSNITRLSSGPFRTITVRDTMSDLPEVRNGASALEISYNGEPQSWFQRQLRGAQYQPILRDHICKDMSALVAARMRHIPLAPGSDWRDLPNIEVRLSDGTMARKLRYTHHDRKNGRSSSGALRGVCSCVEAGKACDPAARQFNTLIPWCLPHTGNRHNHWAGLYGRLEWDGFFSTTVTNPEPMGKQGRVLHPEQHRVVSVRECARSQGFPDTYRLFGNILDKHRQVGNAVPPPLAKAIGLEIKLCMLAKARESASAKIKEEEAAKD
SUMO1 PPI mod – alters human SUMO1 binding to SIM partners | P63165 | SUMO1 binding to a labelled peptide, TR-FRET, 1 h | inhibition, % at 20 µM | 0.33% of 360,000 active | AID 602429; in the data active = inhibition above about 37%
CendR NRP1 mod – modulators of CendR peptide binding to human neuropilin-1 | inhibition, % at 25 µM | O14786 | FAM-RPARPAR peptide binding to NRP-1, fluorescence polarization | AID 602438 | 0.85% of 360,000 active;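 active = inhibition or corrected inhibition above about 18%, plus a signal ratio from 0.5 to 1.5, limit read from the data, passing the limit was not always enough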; note: strong numbers were not always called active
MT1-MMP act inh – MT1-MMP (human) activation inhibition; P50281; HT1080 RFP-PRO-GFP cells, GFP/RFP ratio fluorescence, overnight; percent of plate control window, DMSO zero; 0.061% of 360,000 active; GFP/RFP ratio change, % at 20 µM; AID 651647;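 active = GFP/RFP ratio change of at least 30% with cell ATP level not reduced by more than half and red fluorescence within 50% of control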; note: strong numbers were not always called active
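Test system: HT1080 cells expressing an RFP-PRO-GFP fluorescent reporter construct / Compound dosing: single-point 20 µM compound, 1% DMSO / Schedule: cells overnight before dosing, compound overnight, 37 °C, 5% CO2 / Evaluation: GFP/RFP fluorescence ratio / Control set: DMSO and RFP-L50D-GFP cell wells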
LMPTP inh – LMPTP (human) inhibition. 0.22% of 360,000 active. inhibition, % at 20 µM. P24666. recombinant LMPTP-A, OMFP fluorogenic substrate, fluorescence intensity;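 active = compounds that cut the enzyme signal by at least half of the control window in the single-dose screen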;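 note: plate controls were DMSO wells with enzyme plus substrate for no effect and substrate without enzyme for full effect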
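Assay system: LMPTP-A enzyme. Input: 0.625 nM LMPTP-A final. Probe or stimulus: 400 µM OMFP. Compound dosing: single 20 µM dose. Schedule: 50 min dark incubation at room temperature. Detection: fluorescence intensity of OMFP turnover product. Read-out: percent inhibition versus substrate-only and uninhibited controls. Benchmarks: no-enzyme low control, uninhibited high control.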
SKN-1 block – blocks SKN-1 activity in C. elegans; inhibition, % at 21.8 µM; C. elegans VP596 Pgst-4::GFP/RFP ratio, acrylamide-induced, 24 h; AID 624304; 0.49% of 360,000 active;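 active = interference check ratio from 0.5 to 1.5 plus GFP to RFP signal ratio inhibition reaching or exceeding a fixed threshold, cut at about 30% in these data, passing the limit was not always enough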; note: some compounds called inactive have numbers as strong as hits
Rpn11 block – Rpn11 (human) deubiquitinase inhibition; O00487; human 26S proteasome, Ub4-pepOG fluorescence polarization; 20S core pre-blocked with epoxomicin; calls only at 20 µM; 0.59% of 360,000 active;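 active = inhibition at 20 µM, scaled to each plate's controls, above about 33%, limit read from the data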
STEP inh – blocks human striatal-enriched tyrosine phosphatase. recombinant STEP, OMFP fluorogenic substrate, fluorescence. inhibition, % at 20 µM. 0.25% of 360,000 active. AID 588621;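 active = inhibition at 20 µM, scaled per plate between control wells, above about 37%, limit read from the data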;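 note: 0% = DMSO with enzyme and substrate and 100% = substrate only without enzyme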
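System: isolated STEP enzyme; schedule: 20 min enzyme reaction at room temperature, protected from light; medium: Bis-Tris buffer pH 6.0, 2.5 mM DTT, 0.005% Tween 20; signal: fluorescence, 480/540 nm; dosing: single compound dose of 20 µM, 1% DMSO final; also added: OMFP substrate, 25 µM final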
NadD block – inhibitors of Staphylococcus aureus NadD | inhibition, % at 20 µM | 0.78% of 360,000 active | AID 602399 | purified NadD enzyme, colorimetric absorbance read-out; in the data active = inhibition above about 26%; note: some compounds past the cut are filed as inactive
* marks the source's active call; other numbers are inactive results; i = inactive; . = not tested or not shown. Hits appear at their usual frequency, and some 3.9% of all compounds hit somewhere here.

SMILES,Scp-1 inhibitor,DNMT1 inh,SUMO1 PPI mod,CendR NRP1 mod,MT1-MMP act inh,LMPTP inh,SKN-1 block,Rpn11 block,STEP inh,NadD block
Cc1cc(NC(=O)CSC2=NS(=O)(=O)c3ccccc3N2)no1,4,2,4,-10,5,-0.6,5,i,0,-5
CCn1cc(CN2N=C(C)CC2c2ccccc2)c(C)n1 (stereo not drawn),-3,0,4,-1,2,-0.7,-6,i,2,3
CCc1nnc(NC(=O)c2cccc(S(=O)(=O)N3CCN(C)CC3)c2)s1,.,13,3,6,1,-0.1,-1,i,8,-1
O=c1[nH]cnc2c1nnn2C1OC(CO)C(O)C1O (stereo not drawn),.,-2,-1,-10,-15,-1.5,6,i,-3,4
CC(C)CCOc1cccc(C2c3c(oc4ccccc4c3=O)C(=O)N2CCCN2CCOCC2)c1 (stereo not drawn),0,0,3,-6,3,-1.0,-9,i,-1,3
O=C(NCCOC(=O)c1ccccc1C(=O)OCCNC(=O)c1cccnc1)c1cccnc1,-9,2,-1,-6,4,-0.8,-20,i,-1,-2
Cn1c(CNC(=O)c2ccccc2F)nnc1SCc1ccc(Cl)cc1,-1,-5,1,10,-3,0.8,2,i,1,-2
CC(C)C(=O)N1CCN(CCN2C(=O)c3cccc4cccc(c34)C2=O)CC1,-16,4,-32,7,3,-1.0,-2,i,-2,-5
COc1cccc2cc(-c3nnc(SCC(=O)NCCc4ccccc4)n3C)oc12,0,6,1,5,4,0.1,17,i,0,1
COc1ccc(CCNC(=O)C(CCC(N)=O)NS(=O)(=O)c2ccc(Cl)cc2)cc1OC (stereo not drawn),0,-5,-7,4,5,2.2,8,i,-2,-5
Cc1cccc(C(=O)Oc2cccc3c(O)cccc23)c1,-10,-14,10,-12,0,2.6,17,i,-1,0
O=C(O)c1cccnc1Sc1ncnc2sc3c(c12)CCC3,27,9,1,-16,-4,-2.1,12,i,-3,-7
COc1ccc(CCNC(=O)CCn2c(=O)[nH]c3cc(OC)c(OC)cc3c2=O)cc1OC,-10,0,3,11,13,-0.5,-24,i,0,-1
COC(=O)C(Cc1c[nH]c2ccccc12)NC(=O)C(C)C (stereo not drawn),-2,2,-4,-3,-8,-0.4,5,i,-2,6
COc1ccc(Cl)cc1C(=O)Nn1c(-c2cccs2)nc2ccccc2c1=O,-6,-2,-4,2,2,-1.9,4,i,2,-3
CC(=O)Oc1ccccc1C1=NN(C(=O)/C=C/c2ccccc2)C(c2ccccc2)C1 (stereo not drawn),-3,-7,-5,-8,-2,5.6,4,i,0,3
CCOC(=O)c1cccc(NC(=O)CCS(=O)(=O)c2cccs2)c1,-7,-4,1,-14,1,-0.7,10,i,-1,8
O=C(CNC1CCCCC1)Nc1ccc([N+](=O)[O-])cc1C(=O)Nc1ccccc1F,-7,-2,-26,17,-1,-0.1,10,i,-1,-5
Cc1cccc(OC(C)C(=O)OCC(=O)Nc2sccc2C(N)=O)c1 (stereo not drawn),-15,-12,-2,-13,2,0.9,14,i,-2,-5
CCOC(=O)[C@@H]1[C@H]2COc3cc(OC)ccc3[C@@H]2N2C(=O)N(c3ccc(C(F)(F)F)cc3)C(=O)[C@]12C,-9,0,14,7,2,1.2,5,i,1,-6
COc1ccccc1CNC(=O)COC(=O)c1ncc(Cl)c(Cl)c1Cl,-1,1,3,6,-3,0.0,-22,i,5,6
Cc1nn(-c2ccccc2)c(=O)c2noc(C)c12,0,3,3,2,0,-1.6,11,i,-2,-6
COc1ccc(NC(=O)Cn2c(=O)oc3ccccc32)cc1,-4,1,2,0,-1,-1.8,-15,i,3,-7
O=C1CCC(C(=O)OCC(=O)C23CC4CC(CC(C4)C2)C3)N1 (stereo not drawn),-7,1,0,-8,1,-1.5,8,i,-3,-3
C=CCn1c(SCC(=O)NCCc2ccccc2)nnc1C1CC1,-4,1,-41,-6,0,-9.4,26,i,-2,2
COCc1[nH][nH]c(=O)c1C=Nc1ccc(Oc2ccccc2)cc1,-6,-2,-11,-2,-1,-0.3,-3,i,0,0
CCc1ccc(N2CC(C(=O)N3CCCCCC3)CC2=O)cc1 (stereo not drawn),-10,-1,3,6,-1,0.2,0,i,1,-7
CC(C)(O)C1=C[N+](=O)CC=C1,.,.,-2,3,11,-1.2,5,.,.,1
Cc1ccc(OCCCCCN2CCOCC2)c(Cl)c1,1,-1,5,0,5,-0.8,4,i,0,-12
Cc1ccc(CNn2cnnc2SCc2ccc(F)cc2)cc1,4,-5,2,0,-4,1.0,12,i,1,1
COc1cc(OC)c(OC)cc1CNC(=O)c1ccc(COc2ccccc2)cc1,-12,-17,3,-16,-5,2.0,16,i,1,-2
Cc1c(NC(=O)Nc2ccc(C(C)(C)C)cc2)c(=O)n(-c2ccccc2)n1C,18,-1,0,9,3,-1.8,-10,i,-2,-1
COc1cccc([C@@H]2CC=C(C(=O)O)[C@H](c3cccc(Cl)c3)N2S(=O)(=O)c2ccc(C)cc2)c1,-5,-1,0,-11,0,0.0,-9,i,0,-1
COc1ccc(C(=O)N/N=C\c2coc3ccc(Cl)cc3c2=O)cc1,-2,1,-3,-22,-13,0.3,4,i,0,-1
O=C(c1ccc(C(F)(F)F)cc1)N1CCC(=O)N(C(COCc2ccccc2)Cc2ccccc2)CC1 (stereo not drawn),-3,0,8,4,-6,0.3,-9,i,5,-4
COc1ccccc1CNC(=O)COC(=O)c1cccc(S(=O)(=O)N2CCCCC2)c1,3,-6,6,-6,2,0.2,5,i,1,-4
Cc1ccc(CCN2CC(C(=O)NCCCN3CCN(C)CC3)CC2=O)cc1 (stereo not drawn),-10,3,-3,2,0,-5.1,4,i,-5,-1
CCc1ccc(NC(=O)CSc2nc3ccccc3c(=O)n2CCCN2CCC(C)CC2)cc1,0,2,-1,-4,0,0.2,-5,i,-6,-3
CC1CCN(C(=O)COC(=O)c2ccc3c(c2)OCCO3)CC1,-2,0,1,-5,-3,-2.0,-3,i,-3,-1
O=C(c1ccco1)N(CCC(c1ccccc1)c1ccco1)Cc1ccc(F)cc1 (stereo not drawn),-4,5,-1,-3,-10,6.6,-2,i,4,13
O=C(NCC1(N2CCCCC2)CCCCC1)c1ccc(S(=O)(=O)N2CCCC2)cc1,3,8,-4,-3,1,1.6,-2,i,2,-2
COC(=O)c1ccc(OCC(O)CN2CCOCC2)cc1 (stereo not drawn),-8,0,-1,-4,2,1.2,-2,i,-1,1
Cc1nc2nc(CSc3nc4ccccc4s3)cc(=O)n2[nH]1,5,-1,3,-10,3,-1.8,32*,i,5,7
COc1cccc(C2Oc3ccccc3C3CC(c4cccs4)=NN32)c1 (stereo not drawn),-7,5,-2,-30,0,0.4,8,i,-4,-1
Cc1cc(NC(=O)CN2C(=O)NC(C)(c3ccccc3Cl)C2=O)no1 (stereo not drawn),-8,0,3,8,0,-2.2,16,i,0,4
COc1ccc(-c2cc(-c3ccccc3)nc(Cl)n2)cc1OC,0,-6,-5,-14,2,1.0,3,i,0,-18
Cc1cc(C)cc(NS(=O)(=O)c2c(C(=O)N3CCOCC3)c(C)n(C)c2C)c1,-6,2,2,7,-2,-1.7,-2,i,2,-4
O=P(OCC1CC1)(c1ccccc1)c1ccccc1,-4,1,-5,7,1,-1.0,5,i,-2,-6
CCOc1ccc(-c2cnc3cccnn23)cc1,.,5,-21,-10,-11,-0.6,-5,i,-2,-1
Cc1ccc(/C=C2/C(=O)ON=C2c2ccccc2)o1,1,22,6,-25,-19,3.9,3,i,3,3

An excerpt from above in order of their number in SKN-1 block, descending:
| SMILES | SKN-1 block |
| --- | --- |
| Cc1cc(NC(=O)CN2C(=O)NC(C)(c3ccccc3Cl)C2=O)no1 (stereo not drawn) | 16 |
| COc1cccc(C2Oc3ccccc3C3CC(c4cccs4)=NN32)c1 (stereo not drawn) | 8 |
| Cc1ccc(/C=C2/C(=O)ON=C2c2ccccc2)o1 | 3 |

Continued.
SMILES,Scp-1 inhibitor,DNMT1 inh,SUMO1 PPI mod,CendR NRP1 mod,MT1-MMP act inh,LMPTP inh,SKN-1 block,Rpn11 block,STEP inh,NadD block
Cc1ccc(SCCC(=O)N(C)CC(=O)Nc2c(C)cccc2C)cc1,-5,0,3,0,-1,-0.9,5,i,-2,-1
Cc1oc(-c2ccc(Cl)cc2)cc1C(=O)O,-17,1,1,44*,2,-1.6,-9,i,5,-3
CC(=O)c1cccc(NC(=O)COc2nsnc2N2CCOCC2)c1,-6,-2,-1,0,1,-2.1,18,i,0,0
COc1cccc(OCc2cc(C(=O)NCc3cnc4ccccn34)no2)c1,-5,-3,-1,-7,-4,2.0,10,i,2,2
CS(=O)(=O)N1N=C(c2ccco2)CC1c1cccc([N+](=O)[O-])c1 (stereo not drawn),-9,-1,-22,-3,-2,-1.2,-19,i,-2,-3
CN(c1ccccc1)c1nc(N)c([N+](=O)[O-])c(NCc2ccco2)n1,-1,-3,-8,-23,0,1.6,-17,i,3,0
O=C(Nc1ccc2c(c1)OCO2)Nc1ccccc1F,-8,1,10,-2,1,-0.3,11,i,3,-3
Cc1ccc(N2CCN(C(=O)NC3CCCCC3)CC2)c(C)c1,-3,1,4,1,2,1.3,-9,i,2,0
CC1(c2ccc3ccccc3c2)NC(=O)N(CC(=O)N2CCC(C(N)=O)CC2)C1=O (stereo not drawn),1,1,0,-2,-5,4.1,-8,i,1,-5
Cc1noc(C)c1S(=O)(=O)N1CCCC(C(=O)c2cccc(OC(C)C)c2)C1 (stereo not drawn),-15,-4,1,2,3,0.9,-4,i,0,-10
O=C(Nc1cccc2c(=O)[nH][nH]c(=O)c12)c1ccc([N+](=O)[O-])cc1,.,30,6,1,4,21,11,i,57*,4
O=C(CSc1nc2ccccc2[nH]1)c1cccs1,5,1,-4,-2,2,-1.2,5,i,0,3
O=C(CN1CCCCCC1)Nc1ccc(F)c(F)c1F,4,0,3,14,0,-0.7,2,i,-5,2
CC(C)C(=O)Nc1ccc(C(=O)NNC(=O)NC2CCCCC2)cc1,-5,0,1,10,-2,-0.1,12,i,11,-3
Cc1[nH]c(=O)c(C#N)c(C)c1CCC(=O)NCc1ccc(Cl)cc1,4,0,-1,-8,-1,-0.6,-10,i,-1,0
